# CaV13 FRET inh: Primary screen for inhibitors of IQ motif and Ca2+-dependent inactivation inhibitor domain binding in CACNA1D, Förster resonance energy transfer in living cells, …. HEK cells, CFP/YFP FRET ICDI-IQ, plate reader, 10 min; percent FRET-ratio fall versus neutral wells. inhibition, % at 12.3 µM. actives 0.098% (n = 340,000);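 active = mean replicate inhibition of at least 30% and at least 1% of replicates passing that level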;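 note: 0% = median of the neutral control wells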
# Vif inh: blocks HIV Vif function | HEK293T cells, Vif self-association by quenched fluorescence, imaging, 24 h | inhibition, % at 7.49 µM | actives 0.35% (n = 340,000) | AID 602346; in the data active = inhibition above about 50%, passing the limit was not always enough; note: some results filed as inactive read as strong as hits
# MITF TRPM1 inh: MITF TRPM1 promoter inhibition in SK-MEL-5 cells | actives 0.83% (n = 330,000) | inhibition, % at 12.5 µM | SK-MEL-5 TRPM1 promoter luciferase, 24 h;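 active = mean inhibition across replicates of 60% or more, whatever share of single replicates reaches that level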; note: values of inactives mirror those of a sister screen read the other way
# aDG glyco act: alpha-DG glycosylation activation | Pro5-aDG cells, alpha-DG glycosylation AlphaScreen (IIH6); 0% Pro5, 100% B10-LARGE cell signal | activation, % at 10 µM | actives 0.22% (n = 360,000);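 active = activation of at least 8% versus controls, or a plate z-score of at least 8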;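 note: Pro5 are CHO cells carrying HIG-tagged alpha-DG that lacks glycosylation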
# Exocytosis inh: blocks lytic granule exocytosis. AID 651702. actives 0.66% (n = 360,000). TALL-104 LAMP-1 surface exposure, flow cytometry; cells stimulated with thapsigargin and PMA. inhibition, % at 10 µM;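 active = inhibition above about 55%, limit read from the data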
# Peg3 prom inh: reduces Peg3 promoter-driven luciferase expression in HeLa. HeLa PEG-Prom luciferase reporter, luminescence, overnight. inhibition, % at 20 µM. actives 1.7% (n = 360,000);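 active = inhibition of at least 50% at 20 µM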
# HIF-2a block: blocks HIF-2a reporter activity; AID 624352; 786-0 RCC cells HIF-2a reporter, luciferase luminescence, overnight; inhibition, % at 18.8 µM; actives 0.72% (n = 360,000);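 active = inhibition of the luminescence signal of 40% or more relative to plate controls, in a single-dose primary screen at 18.75 µM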
# hiPSC survival: enhancers of human iPSC single-cell survival | hiPSC single-cell survival, ATPlite luminescence; 100% = ROCK inhibitor wells, 0% = DMSO | survival enhancement, % at 20 µM | actives 0.044% (n = 360,000) | AID 602274; in the data active = survival enhancement above about 18%;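 note: cells exposed to compounds for 16 hours before the ATP read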
# NR2E3 ag-1: agonists of human NR2E3 nuclear receptor. Q9Y5X4. CHO-S Gal4-NCOR/VP16-NR2E3 two-hybrid, luciferase. inhibition of corepressor binding, % at 3.98 µM. AID 602229. actives 0.35% (n = 360,000);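 active = inhibition above the mean of all tested compounds plus 3 SD, cut at about 70% in these data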;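 note: 0% = DMSO with NR2E3 transfected cells and 100% = cells lacking NR2E3 construct; higher means lower luciferase signal from less NR2E3 corepressor binding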
# Target sequence (Q9Y5X4 whole entry, looked up, the tested form may be a part): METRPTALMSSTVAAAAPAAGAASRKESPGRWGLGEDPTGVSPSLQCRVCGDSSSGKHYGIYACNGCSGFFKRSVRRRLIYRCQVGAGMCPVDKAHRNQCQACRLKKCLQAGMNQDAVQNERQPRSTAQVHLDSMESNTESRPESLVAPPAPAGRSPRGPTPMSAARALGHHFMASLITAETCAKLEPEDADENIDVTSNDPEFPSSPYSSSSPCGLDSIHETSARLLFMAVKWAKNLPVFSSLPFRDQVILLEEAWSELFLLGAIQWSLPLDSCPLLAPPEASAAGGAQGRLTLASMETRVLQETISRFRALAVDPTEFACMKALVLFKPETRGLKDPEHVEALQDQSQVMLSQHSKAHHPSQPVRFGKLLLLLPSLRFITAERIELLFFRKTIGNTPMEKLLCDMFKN
# NR2E3 ag-2: activates human photoreceptor nuclear receptor NR2E3 | actives 0.12% (n = 320,000) | GST-NR2E3/biotin-RetCOR TR-FRET, 1536-well | inhibition of corepressor binding, % at 4.78 µM | AID 2300;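 active = percent inhibition above the cutoff of mean plus 3 SD of all tested compounds, set per screening campaign, cut at about 20% in these data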;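 note: 0% = DMSO wells and 100% = biotin wells as full block of FRET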
#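 System: GST-tagged NR2E3 plus biotinylated RetCOR corepressor; Amount: 1.35 nM GST-tagged NR2E3 final; Dosing: single nominal compound dose of 4.8 µM; Schedule: 5 h incubation at 4 °C; Technique: TR-FRET with europium anti-GST and streptavidin-D2, 340 nm excitation; Controls: biotin wells as high control, 0.6% DMSO wells as low control.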
# PDI inh: PDI (human) enzyme inhibition; P07237; PDI insulin aggregation turbidity, A650, 90 min; inhibition, % at 10 µM; actives 0.052% (n = 350,000);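 active = mean inhibition across replicates of 30% or more, whatever share of single replicates reach that level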;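 note: absorbance from insulin aggregation driven by PDI reduction with DTT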
# Target sequence (P07237 whole entry, looked up): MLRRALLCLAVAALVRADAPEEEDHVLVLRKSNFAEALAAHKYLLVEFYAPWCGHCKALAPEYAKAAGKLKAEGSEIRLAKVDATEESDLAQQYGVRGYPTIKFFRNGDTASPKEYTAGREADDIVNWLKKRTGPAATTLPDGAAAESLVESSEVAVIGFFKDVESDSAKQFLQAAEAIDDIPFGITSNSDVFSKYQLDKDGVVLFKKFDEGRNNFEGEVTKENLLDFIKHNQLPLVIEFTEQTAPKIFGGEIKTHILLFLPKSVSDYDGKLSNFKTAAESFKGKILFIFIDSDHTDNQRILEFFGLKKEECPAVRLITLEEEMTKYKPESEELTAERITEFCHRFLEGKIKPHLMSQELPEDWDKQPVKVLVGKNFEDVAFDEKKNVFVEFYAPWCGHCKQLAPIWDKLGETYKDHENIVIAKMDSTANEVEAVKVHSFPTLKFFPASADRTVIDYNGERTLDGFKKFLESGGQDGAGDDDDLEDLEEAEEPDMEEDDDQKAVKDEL
# * hit, by the source's call; x = no result given. Random draw from the library. Share with any hit: about 3.5%.
structure,CaV13 FRET inh,Vif inh,MITF TRPM1 inh,aDG glyco act,Exocytosis inh,Peg3 prom inh,HIF-2a block,hiPSC survival,NR2E3 ag-1,NR2E3 ag-2,PDI inh
CCCCOC(=O)c1cc(-c2ccc(/C=N/n3cnnc3)o2)ccc1Cl,-8,-18,-6,1.2,1,-51,-30,6.7,-82,1,-4
COCCOC(=O)C1=C(C)NC(=O)NC1c1c(Cl)nc2ccccn2c1=O (configuration not stated),-8,-6,11,0.0,-6,6,-2,4.2,-4,3,1
COCCN1CCN(C(=O)c2cc(COc3ccc(F)c(F)c3)on2)CC1,-4,4,-17,1.9,-1,-46,-94,-0.4,-9,x,-2
O=C(N/N=C/c1ccccn1)c1cccc(S(=O)(=O)Nc2ccccc2Cl)c1,7,x,5,-0.1,0,10,17,-0.5,-18,4,5
COc1ccc(S(=O)(=O)N(CCc2ccccc2)CC(=O)N2CCOCC2)cc1,-4,0,7,0.0,0,0,4,-0.2,2,1,0
CC(=O)Nc1cccc(-c2ccnc3c2CC(C)(C(=O)Nc2cccc(C(C)=O)c2)O3)c1 (configuration not stated),-10,-11,x,0.0,1,29,17,-0.6,-23,x,-1
O=C(CN1CCN(S(=O)(=O)c2ccc(F)cc2)CC1)N1CCOCC1,x,-7,11,0.3,-6,18,19,-0.6,-28,-3,-3
COc1ccc(F)cc1CN1CCN(c2ncnc3scc(-c4ccccc4)c23)CC1,-20,-6,x,0.1,70*,30,9,-0.4,-24,0,-7
CCC(=O)Nc1cc2nn(-c3ccc(C)cc3)nc2cc1C,-4,-3,60,-0.1,-3,62*,-40,-2.0,49,2,4
CCc1nn(CC(=O)N2CCN(c3ccc(OC)cc3)CC2)c(=O)c2cc3occc3n12,-3,0,-3,0.2,2,2,5,-0.1,-5,-4,-4
CC[C@]12c3[nH]c4ccc(OC)cc4c3CCN1C(=O)C(CC(=O)NCCCn1ccnc1)C[C@@H]2C(=O)N1CCN(C(=O)C2CC2)CC1 (some centres not stated),-9,3,-1,-0.1,-1,4,-3,-2.7,-1,x,-1
CC(NC(=O)Cc1ccccc1)c1nc2ccccc2[nH]1 (configuration not stated),-5,-4,-12,-0.2,13,1,15,1.9,-37,4,x
Cc1c(Cl)ccc2sc(NC(=O)C3CC3)nc12,-7,0,x,-0.1,0,-115,-198,1.3,-22,1,x
COc1cc(/C=N/Nc2nc(C)cc(C)n2)cc(OC)c1OC,-5,1,3,0.4,-13,7,13,0.4,-25,-2,3
O=C(Nc1sc2c(c1C(=O)NCCCO)CCCC2)c1ccccc1,-13,0,-18,-0.1,-10,-10,-14,-0.1,-43,8,-14
Cc1nn(CC(=O)NC2(C)CCS(=O)(=O)C2)c(C)c1S(=O)(=O)N(C)C (configuration not stated),-3,23,6,-0.2,-12,3,2,-0.1,1,x,16
CC(C)CNC(=O)/C=C/c1cccs1,-5,x,-15,-0.1,5,-68,-56,2.3,-22,-3,2
CC(=O)c1cccc(NC(=O)CCCN(C)S(=O)(=O)c2ccc(F)cc2)c1,-4,-5,5,0.0,1,15,29,-0.1,13,-1,13
Cc1[nH]c2ccccc2c1C(=O)COC(=O)c1c(-c2ccccc2)noc1C,-6,-4,1,0.5,4,32,17,-0.1,-20,1,0
COc1ccccc1/C=C/C(=O)OCC(=O)NC1CC1,-4,0,2,-0.1,22,-12,-7,-0.3,5,x,2
CCOc1cccc(CN2CCCC(N3CCc4cc(OC)c(OC)cc4C3)C2)c1O (configuration not stated),-2,-4,9,-0.2,12,7,0,0.9,-23,8,-7
CN1CCN(C(c2cccs2)c2nnnn2Cc2ccc(F)cc2)CC1 (configuration not stated),-2,0,-6,-0.2,-1,-2,3,0.7,-8,1,-1
Oc1[nH]c2ccccc2c1N=Nc1ccc(C(F)(F)F)cn1,x,-8,-24,-0.3,-2,-155,-196,-2.0,-21,3,1
Cc1ccc(C(NC(=O)CN2C(=O)NC3(CCCC3)C2=O)c2ccccc2)cc1 (configuration not stated),-6,-3,2,0.1,-13,-7,10,1.5,0,5,-24
COc1ccc(-c2cnc(C(N)=O)c(=O)[nH]2)cc1,-5,2,x,-0.2,3,-1,4,2.8,-17,x,6
C=CCNC(=O)NC(=O)COC(=O)/C(C#N)=C/c1cc(C)n(CC(C)C)c1C,-8,-7,1,0.1,-1,-15,-50,-0.9,-1,-1,4
COCCCn1c(=S)[nH]c2c(sc3ccccc32)c1=O,-5,1,-2,-0.4,-3,-40,-61,-0.5,-20,7,13
Cc1ccc(Nc2nc(-c3ccc(O)cc3O)cs2)nc1,-4,8,-24,1.1,10,-243,-296,-2.9,-64,-1,-1
CN(Cc1cccs1)C(=O)c1ccc(Cl)c(S(=O)(=O)N2CCCCCC2)c1,-5,0,-1,0.0,1,14,-10,-0.8,5,x,-4
O=P(O)(CP(=O)(c1ccccc1)c1ccccc1)c1ccccc1,-6,1,-1,0.0,-2,3,8,2.3,-25,4,-12

# 3 compounds already listed, sorted by the value under Exocytosis inh, descending.
Compound	CaV13 FRET inh	Vif inh	MITF TRPM1 inh	aDG glyco act	Exocytosis inh	Peg3 prom inh	HIF-2a block	NR2E3 ag-1	NR2E3 ag-2	PDI inh
CCOc1cccc(CN2CCCC(N3CCc4cc(OC)c(OC)cc4C3)C2)c1O (configuration not stated)	-2	-4	9	-0.2	12	7	0	-23	8	-7
CN1CCN(C(c2cccs2)c2nnnn2Cc2ccc(F)cc2)CC1 (configuration not stated)	-2	0	-6	-0.2	-1	-2	3	-8	1	-1
O=P(O)(CP(=O)(c1ccccc1)c1ccccc1)c1ccccc1	-6	1	-1	0.0	-2	3	8	-25	4	-12

# New compounds follow
structure,CaV13 FRET inh,Vif inh,MITF TRPM1 inh,aDG glyco act,Exocytosis inh,Peg3 prom inh,HIF-2a block,hiPSC survival,NR2E3 ag-1,NR2E3 ag-2,PDI inh
Cc1cc(Cl)ccc1-c1nc(NC(C)C)nc2ccsc12,-4,1,x,0.0,19,9,16,1.0,-45,x,-5
Cc1c(C(=O)c2ccc(Cl)cc2[N+](=O)[O-])c2ccccn2c1CCC#N,-5,1,-9,-0.2,6,0,25,-0.7,4,1,-7
CCCCn1c(N)c(N(CCOC)C(=O)c2cc3c(s2)CCC3)c(=O)[nH]c1=O,-6,-2,5,0.0,0,-11,4,0.1,-12,-2,3
N#C/C(=C/c1cn(CC(=O)O)c2ccccc12)C(=O)NCc1ccccc1,-5,-2,-4,-0.4,-2,-10,6,6.4,1,4,-4
O=c1[nH]c(=O)c2cn[nH]c2[nH]1,-5,-1,-16,-0.1,-3,11,-1,7.4,-30,3,-4
O=C(O)c1ccc(NC(=O)c2cccc(C(=O)Nc3ccc(C(=O)O)cc3)n2)cc1,-18,-7,1,-0.1,26,2,7,-0.5,-15,1,4
CCN(CC)c1ccc(NC(=O)C2CCCN(S(=O)(=O)c3cccnc3)C2)c(C)c1 (configuration not stated),-2,-10,25,0.0,-2,-4,3,-0.6,-5,-2,x
COc1ccc(-n2nc(C(=O)O)cc2-c2ccccc2)cc1,-5,-9,-1,0.0,0,10,20,2.6,-4,-1,2
COc1ccccc1OCCNC(=O)c1cc(SC)ccc1Cl,-5,-4,9,0.3,-2,1,1,-1.2,-20,-4,-3
Clc1ccc2c(c1)CNc1c(ncnc1N1CCOCC1)O2,x,1,7,-0.4,-3,5,18,5.7,17,-3,-4
Cc1ccccc1Sc1ccc([N+](=O)[O-])cn1,-4,-7,-2,0.2,-14,17,8,-0.5,-39,-2,2
CC(C)c1ccc(/C=C/C(=O)Nc2nc3ccc([N+](=O)[O-])cc3s2)cc1,-6,-2,29,-0.4,0,15,-2,-1.6,-28,3,-4
CCOc1ccc(OCc2ccc(C(=O)OCc3ccccn3)o2)cc1,-4,5,-3,-0.1,1,-65,9,-2.9,-153,1,10
O=C(CN1CCN(c2ccc(O)cc2)CC1)Nc1ccc(S(=O)(=O)N2CCCC2)cc1,-6,-4,10,-0.4,-2,6,5,1.9,-13,x,0
O=C(NN1CCOCC1)c1cc(-c2cccs2)nc2ccccc12,-5,10,-6,0.0,0,6,8,2.8,-7,-1,-32

# Full records from above. Order of values: CaV13 FRET inh | Vif inh | MITF TRPM1 inh | aDG glyco act | Exocytosis inh | Peg3 prom inh | HIF-2a block | hiPSC survival | NR2E3 ag-1 | NR2E3 ag-2 | PDI inh
# Profile of `CCCCOC(=O)c1cc(-c2ccc(/C=N/n3cnnc3)o2)ccc1Cl` → -8 | -18 | -6 | 1.2 | 1 | -51 | -30 | 6.7 | -82 | 1 | -4
# Profile of `CC(=O)c1cccc(NC(=O)CCCN(C)S(=O)(=O)c2ccc(F)cc2)c1` → -4 | -5 | 5 | 0.0 | 1 | 15 | 29 | -0.1 | 13 | -1 | 13
# Profile of `COc1ccc(-c2cnc(C(N)=O)c(=O)[nH]2)cc1` → -5 | 2 | x | -0.2 | 3 | -1 | 4 | 2.8 | -17 | x | 6

# The list goes on.
structure,CaV13 FRET inh,Vif inh,MITF TRPM1 inh,aDG glyco act,Exocytosis inh,Peg3 prom inh,HIF-2a block,hiPSC survival,NR2E3 ag-1,NR2E3 ag-2,PDI inh
Cc1ccc(CNC(=O)c2cccnc2Sc2cccc(Cl)c2)cc1,-2,0,-10,0.1,6,16,16,1.1,-9,-1,4
COC(=O)c1nc(NC(=O)c2ccccc2)n[nH]1,-5,0,1,0.0,4,-10,4,-0.2,14,2,-6
CC(=O)Nc1ccc(NC(=O)C/C(C)=N/NC(N)=S)cc1,2,0,4,-0.1,-5,10,4,0.8,-14,3,-2
CCOc1ccccc1-c1cc(-c2ccc(OC)cc2)nc2c1c(=O)n(C)c(=O)n2C,x,-1,-20,-0.2,-4,42,21,6.1,1,8,7
CCCc1cc(=O)[nH]c(NCc2ccc(Cl)cc2)n1,-4,-6,6,0.5,-6,20,18,-0.1,-4,2,16
O=C1C2CC=CCC2C(=O)N1Cc1ccccc1Cl (configuration not stated),x,-1,-2,-0.1,1,1,19,-1.9,-1,-1,10
CC(=O)Nc1nc2n(n1)C(c1ccc(Cl)cc1)C=C(C)N2 (configuration not stated),x,-6,9,-0.2,-1,22,3,0.1,-3,1,4

# Looked up by compound from the list above, 2 records:
structure,CaV13 FRET inh,Vif inh,MITF TRPM1 inh,aDG glyco act,Exocytosis inh,Peg3 prom inh,HIF-2a block,hiPSC survival,NR2E3 ag-1,NR2E3 ag-2,PDI inh
COc1ccccc1OCCNC(=O)c1cc(SC)ccc1Cl,-5,-4,9,0.3,-2,1,1,-1.2,-20,-4,-3
O=C(Nc1sc2c(c1C(=O)NCCCO)CCCC2)c1ccccc1,-13,0,-18,-0.1,-10,-10,-14,-0.1,-43,8,-14

# Marked active in Peg3 prom inh (from the list above):
mol | CaV13 FRET inh | Vif inh | MITF TRPM1 inh | aDG glyco act | Exocytosis inh | Peg3 prom inh | HIF-2a block | NR2E3 ag-1 | NR2E3 ag-2 | PDI inh
CCC(=O)Nc1cc2nn(-c3ccc(C)cc3)nc2cc1C | -4 | -3 | 60 | -0.1 | -3 | 62* | -40 | 49 | 2 | 4

# Source: PubChem (several laboratories)
